# PfG6PD inh = PfG6PD (Plasmodium falciparum) enzyme inhibition; PfGluPho enzyme, NADPH resazurin-diaphorase fluorescence; inhibition, % at 20 µM; actives 0.78% (n = 350,000);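 active = inhibition reaching at least a set limit at 20 µM in the primary screen, cut at about 59% in these data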;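 note: 0% = DMSO wells with substrate and 100% = DMSO wells lacking glucose-6-phosphate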
# HKDC1 inh = HKDC1 (human) hexokinase inhibition | Q2TB90 | recombinant HKDC1, G6PDH/diaphorase resazurin coupled fluorescence | inhibition, % at 20 µM | actives 0.16% (n = 340,000) | AID 493160;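 active = inhibition above about 35% when tested at 20 µM, limit read from the data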;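 note: plate controls were DMSO wells with enzyme for no effect and DMSO wells lacking enzyme for full effect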
#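 System: Recombinant HKDC1 hexokinase | Amount: HKDC1 at 5 µg/mL | Reagent: Glucose with 1 mM ATP | Doses: Single 20 µM dose | Incubation: Reaction time 90 min, room temperature, protected from light | Signal: Coupled resazurin fluorescence, excitation 525 nm, emission 613 nm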
# SENP6 inh = blocks the human protease SENP6; Q9GZR1; Recombinant SENP6 catalytic domain, aminoluciferin luminescence; inhibition, % at 10 µM; actives 1.8% (n = 330,000);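 active = inhibition above about 50% at the single tested dose, limit read from the data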;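 note: plate controls were DMSO wells with enzyme for no effect and DMSO wells lacking enzyme for full effect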
# Target sequence (Q9GZR1 628-1112 limits assumed): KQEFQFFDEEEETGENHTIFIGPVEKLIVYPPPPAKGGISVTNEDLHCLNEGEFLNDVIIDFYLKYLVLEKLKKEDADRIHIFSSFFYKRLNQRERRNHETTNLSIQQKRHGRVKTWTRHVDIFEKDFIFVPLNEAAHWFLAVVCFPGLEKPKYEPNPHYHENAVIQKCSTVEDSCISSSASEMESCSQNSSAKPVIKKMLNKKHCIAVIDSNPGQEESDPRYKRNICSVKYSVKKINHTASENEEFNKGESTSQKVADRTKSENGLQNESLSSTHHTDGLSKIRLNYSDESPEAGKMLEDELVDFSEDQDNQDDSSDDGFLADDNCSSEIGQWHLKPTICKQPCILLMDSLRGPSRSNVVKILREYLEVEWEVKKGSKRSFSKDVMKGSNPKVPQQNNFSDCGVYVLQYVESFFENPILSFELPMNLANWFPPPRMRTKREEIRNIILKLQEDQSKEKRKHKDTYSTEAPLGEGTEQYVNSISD
# ATG4B inhibitor = blocks human ATG4B protease cleavage of LC3 substrate; Q9Y4P1; ATG4B cleavage of LC3-PLA2, NBD-HPC fluorescence, 1 h; inhibition, % at 8.33 µM; actives 0.51% (n = 340,000); AID 504462; in the data active = inhibition above about 40%
# Target sequence (Q9Y4P1 whole entry, looked up): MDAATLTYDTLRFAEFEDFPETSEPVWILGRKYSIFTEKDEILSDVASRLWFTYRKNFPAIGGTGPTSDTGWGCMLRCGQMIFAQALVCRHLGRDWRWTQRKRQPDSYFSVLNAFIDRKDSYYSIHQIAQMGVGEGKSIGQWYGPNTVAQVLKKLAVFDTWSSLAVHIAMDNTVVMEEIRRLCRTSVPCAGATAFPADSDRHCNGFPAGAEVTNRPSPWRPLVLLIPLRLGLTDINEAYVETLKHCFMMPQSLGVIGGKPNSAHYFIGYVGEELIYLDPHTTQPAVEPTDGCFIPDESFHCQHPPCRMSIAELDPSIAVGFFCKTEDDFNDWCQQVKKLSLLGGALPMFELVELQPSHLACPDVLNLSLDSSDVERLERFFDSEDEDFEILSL
# MPTP inh = permeability transition pore inhibition. inhibition, % at 10 µM. isolated mouse mitochondria, Ca2+ swelling absorbance, 30 min. actives 1.4% (n = 360,000);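 active = inhibition of 50% or more, scaled per plate between neutral and stimulator controls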;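 note: 0% = DMSO wells given calcium and 100% = 1 mM EGTA wells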
# NR3A LBD binder = modulators (binders) of human NR3A ligand-binding domain. NR3A LBD differential scanning fluorimetry, Tm shift; 0% = protein alone, 100% = glycine-bound protein. AID 1259313. actives 2.5% (n = 340,000). Tm shift relative to glycine control, % at 25 µM;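 active = melting temperature shift of at least 10% of the positive control shift, at one fixed dose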
# SENP7 block = inhibitors of human SENP7 protease; inhibition, % at 5 µM; actives 1.5% (n = 330,000); recombinant SENP7, Z-RLRGG-aminoluciferin luminescence, 40 min;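 active = inhibition above about 50% at the single test dose, limit read from the data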;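 note: plate controls were DMSO with enzyme for no effect and no enzyme buffer wells for full effect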
# SENP8 block = blocks human SENP8 cleavage of Nedd8 substrate; Q96LD8; recombinant SENP8, Nedd8 substrate fluorescence; inhibition, % at 20 µM; actives 0.64% (n = 360,000); AID 602440; in the data active = inhibition mostly above about 40%, no sharp cut-off; inactive = mostly below about 27%
# Target sequence (Q96LD8 whole entry, looked up): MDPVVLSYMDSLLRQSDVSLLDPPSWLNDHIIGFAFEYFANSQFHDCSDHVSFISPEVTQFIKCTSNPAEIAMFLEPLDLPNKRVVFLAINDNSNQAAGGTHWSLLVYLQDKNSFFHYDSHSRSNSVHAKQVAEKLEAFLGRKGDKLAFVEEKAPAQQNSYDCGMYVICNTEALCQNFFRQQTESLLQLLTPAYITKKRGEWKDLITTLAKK
# Active calls of the source: *; i = inactive; x = not tested or not shown; & = joins results of further samples.
SMILES,PfG6PD inh,HKDC1 inh,SENP6 inh,ATG4B inhibitor,MPTP inh,NR3A LBD binder,SENP7 block,SENP8 block
COc1cc(C(=O)NC(=S)Nc2ccc3[nH]c(=O)[nH]c3c2)cc(OC)c1OC,11.2,1.9,20.4,-1.6,-2.3,-2.3,-0.7,5.7
Cc1ccc(OCC(=O)OCC(=O)NC2CC2)cc1C,10.8,-3.1,4.1,0.3,-1.7,2.4,6.9,7.3
COc1ccccc1OCC(=O)NCCS(=O)(=O)N1CCN(c2ccccc2)CC1,0.2,-7.7,7.3,-11.5,-1.2,1.9,-3.6,-0.9
CCOC(=O)C(C(=O)OCC)C(Nc1cccc(Br)c1)c1ccccc1 (stereo not drawn),0.1,-0.9,3.2,4.3,3.7,-0.3,-3.5,8.7
CC(=O)c1cccc(NC(=O)CN2C=NS(=O)(=O)c3ccc(C)cc32)c1,3.1,-4.5,9.2,-6.2,-1.7,0.3,1.2,9.4
CC(C)c1nc2oc3c(=O)[nH]cnc3c2c2c1CCC2,8.9,22.0,-15.8,5.8,-1.1,-1.8,5.3,-3.8
COc1cc(Cl)ccc1OCc1cc(C(=O)N2CCC(N(C)C)C2)no1 (stereo not drawn),1.1,-0.2,9.5,5.4,-1.2,-3.1,-4.9,6.8
COc1ccc(OC)c(CN2CCN(C(=O)CNC(=O)c3ccccc3F)CC2)c1,8.8,-7.2,-6.8,-3.6,-0.5,-5.9,-2.3,2.5
COC(=O)C1=CN(C2CC2)C=C(C(=O)OC)C1c1ccc(C(=O)OC)cc1,-18.6,7.2,-11.0,-3.4,-0.4,-3.7,1.9,-313.0
CCOC(=O)C1=C(C)OC(N)=C(C#N)C1c1cc(C)sc1C (stereo not drawn),-8.9,3.8,-2.6,1.5,-1.5,-3.7,6.6,-16.1
O=C1CC(c2ccccc2)Cc2nc(N3CCc4ccccc4C3)ncc21 (stereo not drawn),-2.1,3.0,4.7,5.5,0.0,-1.1,4.2,1.5
COc1cc(C(=O)N2CCN(c3ccccc3)CC2)c([N+](=O)[O-])cc1OC,-4.0,-4.1,3.4,-5.5,2.3,-0.9,2.2,4.2
COc1ccc(NC(=O)COC(=O)CNS(=O)(=O)c2ccc(C)cc2)c(OC)c1,-8.5,-3.6,-15.2,-6.4,-0.8,5.1,-9.2,18.0
c1ccc(-c2csc(Nc3cccnc3)n2)cc1,5.5,-1.0,-56.1,-11.9,0.4,-3.5,-1.6,13.3
Cc1cccc(NC(=O)C2c3ccccc3C(=O)N3CCc4ccccc4C23)n1 (stereo not drawn),16.2,-10.9,-10.2,2.4,0.2,-1.9,1.0,-13.8
COc1cccc(-c2ccc(=O)n(CC(=O)Nc3cc4c(cc3NC(C)=O)OCCO4)n2)c1,0.3,12.9,17.5,-14.2,-0.6,-1.0,-4.8,9.7
CC1Nc2ncnc(N3CCc4ccccc4C3)c2N(Cc2ccc(Br)cc2)C1=O (stereo not drawn),21.6,0.9,-8.6,7.5,-0.7&-0.5,-10.8,-2.0,-89.3&-15.1
Cc1ccc(C)c(N2CCN(S(=O)(=O)c3c(C(=O)N4CCCCC4)c(C)n(C)c3C)CC2)c1,4.1,-3.8,8.8,0.3,0.4,-0.7,-0.9,7.4
c1csc(-c2nnc(NC3CCCCC3)c3ccccc23)c1,21.2,1.7,-12.0,-2.7,29.3,-5.0,7.0,-143.5
COc1ccc(-c2cc(C(F)(F)F)nc(SCC(=O)Nc3cc(C)on3)n2)cc1,-11.0,-6.8,-17.1,-1.6,-1.0,-0.6,-1.6,-417.2
COCCNC(=O)c1onc(CSc2ccccc2)c1C(=O)NCCOC,12.2,5.7,9.0,-1.6,2.5,-0.6,2.2,12.8
COc1ccc(C(=O)N2CCN(CCc3ccccc3)CC2)cc1[N+](=O)[O-],-0.3,3.3,-15.6,-6.4,1.4,3.1,-10.3,14.6
O=C(CN1C(=O)NC2(CCCCCCC2)C1=O)Nc1cccc(Br)c1,1.3,-4.2,-4.4,-13.5,-0.3,-3.0,8.7,11.9
O=C(c1ccccn1)N1CCN(S(=O)(=O)c2ccc3ccccc3c2)CC1,-15.7,-4.4,-12.1,-2.8,20.4,-0.4,-7.8,10.3
O=C(NC(Nc1nc2ccc([N+](=O)[O-])cc2s1)(C(F)(F)F)C(F)(F)F)c1cccnc1,3.9,6.0,-1.6,-5.5,86.8*,0.5,-3.4,34.2

# Continued, starting with the last 2 of the part before.
SMILES,PfG6PD inh,HKDC1 inh,SENP6 inh,ATG4B inhibitor,MPTP inh,NR3A LBD binder,SENP7 block,SENP8 block
O=C(c1ccccn1)N1CCN(S(=O)(=O)c2ccc3ccccc3c2)CC1,-15.7,-4.4,-12.1,-2.8,20.4,-0.4,-7.8,10.3
O=C(NC(Nc1nc2ccc([N+](=O)[O-])cc2s1)(C(F)(F)F)C(F)(F)F)c1cccnc1,3.9,6.0,-1.6,-5.5,86.8*,0.5,-3.4,34.2
Cc1cc(=S)[nH]c2c(C)cccc12,41.7,-2.3,-4.5,-8.2,1.0,-1.2,-0.4,40.3*
Cn1c(N)c(C(=O)COC(=O)COc2ccc(Cl)cc2Cl)c(=O)n(C)c1=O,10.9,-2.1,6.7,-2.2,-1.0,-1.0,3.8,5.4
CCOC(=O)C1=C(C(=O)OCC)c2ccc(OC)c(OC)c2C1,-13.2,-0.2,x,5.1,0.4,0.6,x,-318.9
CCN1C(=O)[C@@H]2[C@H](C1=O)[C@@H]1C[C@H]3C(=O)N(CC)C(=O)[C@H]3[C@@H]3C1=C(C(=O)N1C(=O)OC(=NCC4CC4)[C@]31C)[C@@H]2C,-2.4,-6.4,-4.8,-4.5,-2.7,-6.0,1.9,12.9
CC(=O)Nc1ccc(-c2cc(NC(C)=O)n(-c3ccccc3)n2)cc1,1.4,-1.7,-11.7,-2.2,-0.1,-19.7,-10.7,-27.4
CCOC(=O)c1cc2c(N)c(C(=O)c3ccc(Br)cc3)sc2[nH]c1=O,-2.1,14.1,3.9,5.4,1.8,3.0,8.0,-49.7
C=CCn1c(SCCC(=O)O)nc2c1c(=O)n(C)c(=O)n2C,-16.2,-3.8,-18.9,-2.7,0.2,-1.4,5.7,16.0
CCN1C[C@@H]2[C@@H]3C(=O)N(Cc4ccccc4)C(=O)[C@@H]3[C@](Cc3ccccc3)(C1=O)N2C(=O)c1ccc(Cl)cc1,1.1,-4.2,x,-11.4,0.6,0.7,x,-12.7
Nn1c(SCC(=O)Nc2nccs2)nnc1-c1ccco1,-1.3,3.4,-7.2,2.8,0.7,1.0,4.1,3.0
C=CSc1sc(Cl)c(N2CCOCC2)c1[N+](=O)[O-],3.7,2.4,-15.8,-6.3,-0.3,0.0,-0.7,8.8
CCOc1ccc(Cn2c(C)nc([N+](=O)[O-])c2SCC(O)CCl)cc1[N+](=O)[O-] (stereo not drawn),-4.4,-5.5,-13.6,-0.9,-0.5,-5.6,12.5,3.0
O=C(NCCc1ccc(Cl)cc1)c1ccc2c(c1)OCO2,-11.2,-4.5,-9.8,-1.6,0.9,0.7,10.1,-5.2
CC(=O)c1c(OCC(=O)O)ccc2c(C)cc(=O)oc12,-10.5,-9.9,-11.6,-2.6,-2.3,-15.4,0.2,-67.6
C/C(CC(=O)Nc1cc(Cl)ccc1Cl)=N\NC(=O)c1ccccc1Br,-19.4,4.5,11.5,-2.5,0.2,-0.8,7.5,9.3
CCCNc1ncccc1C(N)=O,-10.8,-3.1,2.1,-15.1,-1.5,0.2,3.0,i
CN(C)CCP(=O)(c1ccccc1)c1ccccc1,-25.9,2.4,-26.2,-7.0,-1.8,-3.2,7.3,14.7
CC(=O)Nc1ccc(S(=O)(=O)NC(CC(=O)O)c2ccc(C)cc2)cc1 (stereo not drawn),-18.9,-4.7,-6.9,-8.4,0.6,-0.9,7.2,38.1
c1ccc(CN2CCC(Nc3ncnc4sccc34)CC2)cc1,4.6,-4.5,2.8,-6.1,-4.4,1.4,1.9,7.2
CCC(=O)Nc1cc(C(=O)OCC(=O)c2ccccc2Cl)ccc1C,2.4,-4.2,0.0,4.3,0.9,-2.3,-9.0,10.6
COCCCNC(=O)CCc1nc(-c2ccccc2)no1,7.1,-0.3,-13.0,-2.2,-1.1,-4.3,1.5,9.1
CC1(C)C(C=C(Cl)Cl)C1C(=O)N1CCN(Cc2ccccc2)CC1 (stereo not drawn),-4.0,-3.6,20.9,-3.3,0.7,-1.4,6.2,12.7
CCOC(=O)N1CCC(NC(=O)C2CCCN(C(=O)c3cc4sccc4n3C)C2)CC1 (stereo not drawn),-14.4,-3.7,-12.5,0.2,-0.7,-4.2,-7.1,0.9
CSc1ccccc1NC(=O)CN(C)C(C)C(=O)NC(=O)NC1CCCCC1 (stereo not drawn),4.6,-3.1,-16.4,-1.4,-0.5,-1.8,8.9,11.4
O=C1NC(Cc2ccc(O)cc2)c2nc3ccc(F)cc3c(=O)n2-c2cc(Cl)ccc21 (stereo not drawn),-8.9,-1.6,x,x,-0.6,-1.1,x,-26.6
CCOC(=O)c1cc(-c2ccccc2)sc1NC(=O)CSc1nnnn1C,-5.8,10.4,-19.9,-8.7,20.7,-3.4,-7.5,-12.1
# (continued)
SMILES,PfG6PD inh,HKDC1 inh,SENP6 inh,ATG4B inhibitor,MPTP inh,NR3A LBD binder,SENP7 block,SENP8 block
CCN(CC)CCCN1C=C2C(=O)C(C)(OC(=O)C3CCCC3)C(=O)C(c3ccccc3)=C2C=C1CCCC(=O)OC (stereo not drawn),23.7,4.5,-11.3,-4.9,0.3,-1.1,15.7,-41.8
COc1ccccc1CN1C(=O)CCC1(C)C(=O)NCc1cccnc1 (stereo not drawn),2.3,-7.6,-0.5,-6.0,0.1,-0.6,1.1,7.3
Cc1ccc(C(=O)NCC2CCCO2)cc1S(=O)(=O)N1CCCCC1 (stereo not drawn),-0.1,-5.6,3.0,-7.6,-2.3,9.6,3.2,2.6
O=C(CN1CCC(n2nnc3ccccc32)CC1)NCc1cccs1,1.2,-0.8,-10.1,-13.4,-3.0,-1.4,2.1,1.3
CSc1ncc(Cl)c(C(=O)C(C#N)c2nc3c(C)cc(C)cc3c(=O)[nH]2)n1 (stereo not drawn),29.4,-6.6,-24.4,10.9,91.1*,-3.5,-10.2,-1.5
CCOc1ccc(NC(=O)CSc2ccc(-c3cccnc3)nn2)cc1,7.5,9.9,14.7,7.1,-1.2,-9.2,-7.4,-2.8
CCCNCc1nnc(-c2ccccc2Cl)o1,-7.2,-4.8,-17.2,9.9,3.3,-2.4,-5.4,7.9
COc1ccccc1OCCCCNC(C)(C)C,-17.2,7.4,-24.9,2.7,-1.5,0.9,-7.1,10.2
Cc1nc(-c2ccccc2)sc1C(=O)Nc1ccc(S(N)(=O)=O)cc1,17.9,-0.4,-8.8,-14.2,0.1,11.8*,0.1,-19.7
COc1ccc(N2CC(C(=O)NC3CCSC3=O)CC2=O)cc1 (stereo not drawn),2.1,-5.4,-3.0,-10.7,1.2,0.1,-0.7,3.7
CN(C)CCN(Cc1ccccc1)S(=O)(=O)c1ccc(-c2ccc(=O)[nH]n2)s1,-7.3,1.5,-4.7,3.7,-1.8,-0.2,1.2,1.5
c1ccc(CCn2nnnc2CN2CCN(C3CCCC3)CC2)cc1,8.4,4.4,-17.5,-7.7,6.1,2.1,-3.1,27.9
CCc1ccc(/C=C2/C(=O)N(C)C(=S)N2CC(=O)OC)s1,44.9,-3.8,-6.2,13.8,1.9,9.6,7.0,15.9
O=C(CSc1nccn1-c1ccccc1)NCc1ccc2c(c1)OCO2,-12.1,-7.1,-18.5,7.1,-3.6,1.4,14.6,16.6

# 4 entries picked at random from the list so far, as already listed:
SMILES,PfG6PD inh,HKDC1 inh,SENP6 inh,ATG4B inhibitor,MPTP inh,NR3A LBD binder,SENP7 block,SENP8 block
CCOc1ccc(NC(=O)CSc2ccc(-c3cccnc3)nn2)cc1,7.5,9.9,14.7,7.1,-1.2,-9.2,-7.4,-2.8
Cc1ccc(C(=O)NCC2CCCO2)cc1S(=O)(=O)N1CCCCC1 (stereo not drawn),-0.1,-5.6,3.0,-7.6,-2.3,9.6,3.2,2.6
CCc1ccc(/C=C2/C(=O)N(C)C(=S)N2CC(=O)OC)s1,44.9,-3.8,-6.2,13.8,1.9,9.6,7.0,15.9
CN(C)CCN(Cc1ccccc1)S(=O)(=O)c1ccc(-c2ccc(=O)[nH]n2)s1,-7.3,1.5,-4.7,3.7,-1.8,-0.2,1.2,1.5

# Bioassay records from PubChem.
